# Compound activity: PubChem BioAssay, several laboratories
# HEK293 NFkB inh = inhibitors of PMA/ionomycin-induced NF-kB reporter, primary screen, antigen receptor NF-kB inhibitor project, cell-based, HEK-293 luciferase reporter, luminescence; HEK-293 NF-kB luciferase reporter; inhibition, % at 3 µM; 62,000 tested, 0.21% active;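 active = inhibition above the mean of all tested compounds plus 3 SD, cut at about 40% in these data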;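 also: 0% = stimulated DMSO wells and 100% = 10 µM reference inhibitor 5653914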
#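 Material: HEK-293 cells with stable firefly luciferase reporter driven by four HIV NF-kB elements / Also added: PMA plus ionomycin mix as NF-kB-activating stimulus / Compound dosing: 3 µM once, 0.30% DMSO / Times: 1 h pretreatment, 16 h stimulation, 37 °C / Signal: luminescence / Evaluation: per-plate % inhibition versus controls / Benchmarks: DMSO and 10 µM reference inhibitor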
# Jurkat tox 60K = cytotoxicity toward Jurkat T cells, primary screen, cytotoxicity control, cell-based, Jurkat E6.1, 60K MLSMR library; Jurkat E6.1 viability, ATP luminescence, 48 h; AID 463, 2006; inhibition, % at 4 µM; 56,000 tested, 1.2% active;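 active = inhibition above the mean inhibition of all tested compounds plus 3 SD, cut at about 28% in these data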
# M1 antag = antagonists of rat M1 muscarinic receptor | Muscarinic acetylcholine receptor M1 (Rattus norvegicus), P08482 | AID 628, 2007 | CHO-M1 cells, Fluo-4 calcium, ACh EC80 antagonist mode; active compounds read low | B-score at 10 µM | 64,000 tested, 3.4% active;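 active = calcium fluorescence response, raw or row-and-column corrected B-score, differing from the plate sample mean either way at a set confidence level, mostly lower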
# Target sequence (P08482 whole entry, looked up): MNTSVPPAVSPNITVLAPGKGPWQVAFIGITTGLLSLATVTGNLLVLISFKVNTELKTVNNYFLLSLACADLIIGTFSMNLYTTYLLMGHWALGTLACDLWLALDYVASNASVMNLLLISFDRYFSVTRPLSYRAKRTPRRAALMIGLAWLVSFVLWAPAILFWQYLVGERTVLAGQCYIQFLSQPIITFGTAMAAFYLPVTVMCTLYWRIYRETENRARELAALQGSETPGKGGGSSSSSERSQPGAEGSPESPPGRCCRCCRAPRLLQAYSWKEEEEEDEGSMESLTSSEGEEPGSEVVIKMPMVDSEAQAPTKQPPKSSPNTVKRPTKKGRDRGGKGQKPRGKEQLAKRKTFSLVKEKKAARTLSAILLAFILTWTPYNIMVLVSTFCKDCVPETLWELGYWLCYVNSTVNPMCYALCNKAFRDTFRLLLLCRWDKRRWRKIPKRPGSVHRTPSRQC
# S1P3 ag = human S1P3 receptor agonists, primary screen, cell-based, primary and confirmation, NFAT-BLA reporter; activation, % at 4.5 µM; Sphingosine 1-phosphate receptor 3 (Homo sapiens), Q99500; AID 373, 2006; 60,000 tested, 0.1% active; S1P3 NFAT-BLA reporter cells, agonism, FRET ratio; relative to 1 µM S1P, basal subtracted;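 active = activation above the screen-wide mean plus 3 SD, cut at about 4.5% in these data, passing the limit was not always enough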; also: some compounds called inactive have numbers as strong as hits
#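 Measure – % activation relative to 1 µM S1P (100%), per plate · System – stable CHO line with human S1P3, Gα16, NFAT-BLA reporter · Timing – cells plated overnight, compound 4 h 37 °C, substrate 2 h RT · Technique – fluorescent BLA substrate, ex 405 nm, em 460/535 nm ratio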
# E coli RNAP = E. coli RNAP inhibitors, biochemical; E. coli RNA polymerase, fluorescence transcription assay; inhibition, %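 (tested at 10 µM)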; 62,000 tested, 0.2% active; AID 559, 2006; in the data active = inhibition above about 20%;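 also: 0% = enzyme without compound and 100% = no enzyme blank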
# TNAP act mid DEA = human TNAP enzyme activators, primary screen, biochemical, luminescent, intermediate phosphate acceptor level; Alkaline phosphatase, tissue-nonspecific isozyme (Homo sapiens), P05186; activation factor at 20 µM; purified TNAP, CDP-star luminescence, 100 mM DEA, 30 min; active compounds read high; scale: 0 levamisole-inhibited, 1 vehicle-only enzyme; 64,000 tested, under 10 active; AID 813, 2007;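 active = activation factor of at least 2 at 20 µM, relative to controls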
# S1P1 ag pot = S1P1 agonists and agonism potentiators, primary screen, cell-based, primary and confirmation screens, CRE-bla reporter; S1P1 CRE-bla cells, forskolin, beta-lactamase FRET, potentiator mode; S1P1 agonist co-added at EC20, 2 nM; 100% = saturating reference agonist, 0% = basal; activation, % at 9.5 µM; AID 449, 2006; 56,000 tested, 0.57% active; Sphingosine 1-phosphate receptor 1 (Homo sapiens), P21453;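 active = activation above a cutoff set at the mean activation of all tested compounds plus 3 SD, cut at about 54% in these data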;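 also: forskolin at 4 µM as EC80 and the EC20 agonist is SEW2871; 100% = SEW2871 at its EC100 plus forskolin at EC80; some compounds past the cut are filed as inactive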
# M1 ag = M1 muscarinic receptor agonists, primary screen, CHO-M1 cells, Fluo-4 calcium, agonist mode. B-score at 10 µM. Fluo-4 calcium fluorescence; active compounds read high. 64,000 tested, 3% active. Muscarinic acetylcholine receptor M1;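 active = fluorescence rise, raw or as B-score row- and column-corrected plate score, outside the 99.7% band of its plate's samples, either direction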
# D1 mod = D1 CRE-luciferase signal change, two-sided – cell-based, HEK293 D1, dopamine EC30, D1 allosteric modulator project, primary screen; D(1A) dopamine receptor (Homo sapiens), P21728; dopamine EC30 potentiation; actives deviate in either direction; B-score at 10 µM; 58,000 tested, 5.9% active;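 active = luminescence count or its row- and column-corrected plate score outside the 99.7% band of the plate's sample wells, on either side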
# Target sequence (P21728 whole entry, looked up): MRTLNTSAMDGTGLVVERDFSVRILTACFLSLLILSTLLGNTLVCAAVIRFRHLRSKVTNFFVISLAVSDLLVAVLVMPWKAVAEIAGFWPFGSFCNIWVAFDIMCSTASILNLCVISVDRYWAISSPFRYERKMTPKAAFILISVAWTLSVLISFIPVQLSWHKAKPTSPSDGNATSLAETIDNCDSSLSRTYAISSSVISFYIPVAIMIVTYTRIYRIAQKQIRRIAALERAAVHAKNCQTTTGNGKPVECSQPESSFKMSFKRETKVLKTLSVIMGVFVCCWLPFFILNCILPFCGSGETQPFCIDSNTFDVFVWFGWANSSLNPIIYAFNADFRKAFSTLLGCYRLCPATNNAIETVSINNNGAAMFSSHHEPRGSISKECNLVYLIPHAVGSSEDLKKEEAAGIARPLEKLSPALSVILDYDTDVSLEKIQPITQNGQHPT
# Active calls of the source: *; nt = not tested or not shown.
SMILES,HEK293 NFkB inh,Jurkat tox 60K,M1 antag,S1P3 ag,E coli RNAP,TNAP act mid DEA,S1P1 ag pot,M1 ag,D1 mod
O/N=C1\CC/C(=N\O)c2nn(-c3ccccc3Cl)nc21,10.8,-3.0,0.389,0.0,9.7,1,-22.0,0.308,2.31
CCN(CC)C(=O)c1n[nH]c(=O)c2ccccc12,17.0,-1.4,-0.029,0.1,5.4,0.9,4.7,-0.459,-0.205
Cc1ccsc1-c1nc(CSCC(=O)N2CCN(c3ccccc3)CC2)c(C)o1,8.1,-8.3,-2.48*,-0.1,6.0,0.9,44.8,5.01*,0.0431
CCNc1nc(Oc2ccccc2)nc(OC(C)C(=O)OCC)n1 (configuration not stated),nt,nt,-0.496,-2.8,nt,0.9,-12.2,0.1,nt
CCCCNC(=O)CC1N=C2c3ccccc3N=C(SCC(=O)Nc3ccccc3OC)N2C1=O (configuration not stated),12.0,1.8,-0.343,0.6,0.2,0.9,-5.9,1.03,-0.0693
O=C(CCC(=O)OCCCC(F)(F)C(F)(F)F)Nc1ccccc1,18.3,3.2,0.241,-0.6,3.9,0.9,-10.8,0.7,-0.531
CN(C)c1nc(N)nc(/C(C#N)=C/C2CC3C=CC2C3)n1 (configuration not stated),20.9,1.5,-0.572,-1.2,1.4,1,-22.5,-0.873,nt
C=CCn1cnc2c(c1=O)c1nc3ccccc3nc1n2/N=C/c1cccc(OC)c1,21.5,6.6,-0.00376,-0.7,6.8,0.9,-3.1,1.21,0.297
O=C(c1ccc(Cl)cc1)N1CCN(C(=O)c2ccco2)CC1,nt,nt,0.468,nt,-8.7,0.9,nt,-1.39,-0.125
CC1(C)CC(=O)C=C(Nc2ccccc2O)C1,19.0,2.0,0.949,-0.5,-4.3,1,-13.6,2.03e-05,0.232
CCC(=O)Nc1ccc2oc(-c3cccc(C)c3)nc2c1,-34.2,7.9,-0.363,-0.7,-1.6,1,39.3,-1.15,-3.45*
C=CCNc1nc2c(c(=O)n(C)c(=O)n2C)n1CCCCCC,19.4,82.4*,-0.162,-1.1,3.4,0.9,13.8,1.1,-1.54
COc1cc(C(=O)OC(C)CN2CCCC2)cc(OC)c1OC (configuration not stated),-8.3,-3.1,-0.154,-0.6,2.7,0.9,-10.9,0.0132,-1.2
Cc1cc(C)n2nc(SCC(=O)N(C)c3ccccc3)nc2n1,5.7,7.4,-0.00707,-0.6,11.0,0.8,-17.6,0.232,0.00268
O=C(c1ccc2c(c1)C(=O)N(c1ccc(Cl)cc1)C2=O)N1CCN(c2ccccn2)CC1,20.9,5.5,0.521,-0.2,6.0,0.9,15.4,0.0905,-0.0787
COC(=O)CCCC(=O)Nc1c(F)c(F)c(F)c(F)c1F,17.2,0.7,-0.08,-0.5,-3.1,1,-26.4,-0.201,0.00653
CCOC(=O)C1=C(C)NC(C)=C(C(=O)OCC)C1c1nc2ccccc2[nH]1,19.7,nt,0.00783,nt,2.1,0.9,nt,0.323,0.0782
Cc1cc(C(=O)OCC(=O)c2c(N)n(C)c(=O)n(C)c2=O)c(C)o1,14.3,2.3,0.0879,-0.8,7.7,0.9,-12.2,-0.425,-0.847
C=CCn1c(N)cc(=O)nc1SCC(=O)Nc1ccccc1,19.1,5.2,-0.0135,2.2,3.1,1,4.7,-0.231,nt
Cn1nccc1C(=O)NCCN1C(=O)OC(C)(C)C1(C)O (configuration not stated),8.7,-4.1,nt,-0.8,3.6,1,11.6,nt,-5.58
COc1cccc(S(=O)(=O)Nc2ccc(C(=O)N3CCN(C(=O)c4ccco4)CC3)cc2)c1,1.4,1.3,0.445,-0.9,4.2,1,-9.3,0.717,0.0208
O=C(CCN1CCc2ccccc2C1)Nc1cccc(F)c1,6.6,-4.5,-1.04*,-0.3,13.2,0.9,nt,0.671,-1.14
CCOC(=O)c1cccc(NS(=O)(=O)c2cnc[nH]2)c1,9.4,-2.9,-1.91,0.8,-0.7,0.9,-5.0,-0.0279,-0.973
CC(C)CCNC(=O)C(c1ccco1)N(Cc1ccccc1)C(=O)c1snc(C(N)=O)c1N (configuration not stated),21.2,-4.0,-1.29,0.1,7.8,0.9,-1.9,1.46,-1.64
Cn1c(C(=O)NC2CCCCC2)cc2c(=O)n(C)c3ccccc3c21,-4.7,-2.4,0.172,0.3,7.6,0.9,-6.4,3.81*,-0.446
COc1ccc(-c2noc(Cc3cccs3)n2)cc1,-20.4,10.5,0.326,-0.7,-4.0,0.9,4.8,5.26*,-0.504
COc1nc2ccc(C)cc2cc1-c1noc(-c2cccnc2)n1,15.0,-8.6,0.982,0.0,2.4,0.9,-13.9,0.364,0.129
CC(NC(=O)C1CCCCC1)C(c1cccs1)N1CCN(C)CC1 (configuration not stated),10.2,-8.0,-0.823,0.3,1.3,0.9,3.9,-0.235,nt
Cc1nc2nc(C)n(-c3ccccc3)c2s1,2.1,-1.6,0.276,-1.0,12.7,0.9,-4.0,1.53,14.9*
COc1ccc(N(C)C(=O)c2ccc3snnc3c2)cc1,8.2,-4.8,0.984,-0.5,8.1,1,-35.5,0.117,1.27
O=C(CC(=O)c1cc(Cl)ccc1O)c1ccccc1,-12.7,22.6,-0.374,-0.2,-1.9,0.8,7.1,-0.54,nt
Cc1nc2sccn2c1-c1nc(C2CC2)c(C(=O)c2ccc3c(c2)NC(=O)CO3)s1,11.5,7.3,-0.986,0.7,14.6,0.8,-10.7,-0.0271,-0.176
CC(=NCCCNC1CCCCC1)C1=C(O)CC(C)(C)CC1=O,10.3,-3.2,-0.45,-0.6,9.3,0.9,-35.0,0.404,0.613
Cc1cccc(S(=O)(=O)C(C#N)c2nc3ccccc3nc2N2CC(C)OC(C)C2)c1 (configuration not stated),31.7,-2.1,0.0482,-1.1,-10.5,1,1.5,-0.89,-0.191
O=c1oc2ccccc2n1CCn1c2ccccc2c2nc3ccccc3nc21,14.1,-0.7,-0.0453,-1.2,5.8,0.9,-16.1,1.67,-0.356
CCn1c(CC(=O)Nc2cccc(OC)c2)nnc1SCC(=O)N1CCN(c2ccccc2)CC1,11.8,-3.6,-0.707,-1.0,1.8,1.1,10.5,-0.15,0.0125
Cc1nc(N2CCN(c3ccccc3)CC2)nc2c1C(=O)CC(c1ccccc1)C2 (configuration not stated),6.0,-8.8,-0.067,-0.7,5.7,1,4.9,-0.706,-0.614
CC(=O)Nc1ccc(S(=O)(=O)Nc2cccc(NC(=O)C(C)(C)C)c2)cc1,23.2,7.9,-0.461,-1.8,2.4,1,-5.4,-0.115,0.513
O=C(NCCN1CCN(c2ccccc2F)CC1)C1CCCN(S(=O)(=O)c2cnc[nH]2)C1 (configuration not stated),23.2,11.8,0.58,-0.6,2.6,1,7.7,0.568,-3.23*
Cc1ccc(C)c(NC(=O)C2CC(=O)N(C(C)C)C2)c1 (configuration not stated),8.1,-3.9,0.982,2.7,7.6,0.9,-9.9,0.0807,0.0693
CCCCCCNc1c(C(=O)OCC)c(=O)[nH]c2ccccc12,9.2,14.9,-0.37,-1.5,-6.6,1,5.7,5.43*,0.908
Cc1cc(NC(c2cccnc2)c2c(C)[nH]c3ccccc23)no1 (configuration not stated),20.2,1.3,-0.0469,-1.2,8.2,0.8,-0.9,-1.71,-0.844
CN(CC(=O)Nc1ccc(Cl)cc1)S(=O)(=O)c1cccc2cccnc12,3.4,6.8,-0.524,-1.0,2.4,0.8,-14.3,0.0774,-0.634
CN1C(=O)c2cccc(NC(=O)C3CCCCC3)c2C1=O,9.3,2.1,-0.545,4.7,11.2,1,-17.2,0.233,1.53
CC1(C)OC(=O)C(=CNCC(=O)NCC(=O)O)C(=O)O1,24.1,8.0,0.209,-0.7,-6.1,1,8.3,-0.129,0.2
NC(=O)CSc1nnc(-c2cc3ccccc3o2)n1Cc1ccccc1,1.4,-1.8,0.121,0.0,2.4,0.9,nt,-1.08,-0.0302
CCOC(=O)CCCCC(=O)c1[nH]c(=O)[nH]c1Cn1ccnc1,19.4,-0.9,-0.197,-0.5,-0.5,1,-16.7,-0.589,0
O=C1CCCc2c1nc(-c1ccco1)n2O,25.8,5.1,0.634,-0.8,-7.3,0.9,9.8,-0.0766,0.43
COC(=O)C1=C(C)NC2=C(C(=O)CC(C)(C)C2)C1c1cccc(C)n1 (configuration not stated),32.3,9.3,-0.427,-0.6,-1.5,1,0.9,-0.976,0.171
COc1cccc(CN2CCN(C(=O)c3ccco3)CC2)c1OC,11.0,0.1,-0.726,-1.3,7.4,0.9,-26.1,-0.758,-0.849
Cc1[nH]c2ccccc2c1NC(=O)CN1CCN(Cc2ccc3c(c2)OCO3)CC1,-3.4,-4.7,nt,-0.8,5.3,1,-16.9,nt,1.05
CCc1nc2oc3ccccc3c(=O)c2c(=O)n1CCOC,8.0,3.1,0.49,-1.1,nt,0.9,-24.0,1.56,-0.196
O=C(C(c1ccccc1)c1ccccc1)N1CCOCC1,9.6,-2.2,-0.0578,-1.1,3.1,0.9,nt,1.13,1.41
CC(C)OC(=O)c1c(NC(=O)c2cccs2)sc2c1CCCC2,11.2,-3.6,0.36,-1.1,-2.1,0.9,-16.4,0.368,nt
Cc1cc(=O)n2nc(N3CCCC(C(=O)NCc4ccc5c(c4)OCO5)C3)sc2n1 (configuration not stated),4.0,-3.9,0.65,0.8,-1.1,0.9,2.9,0.245,-0.376
COc1ccccc1-n1c(CNC(=O)c2ccccc2)nnc1SCC(=O)Nc1nnc(C)s1,6.3,-6.1,0.171,-0.4,4.2,1,-0.9,0.836,nt
Cc1ccc(-n2c(N)c(C(=O)N3CCN(C)CC3)sc2=S)cc1,9.8,nt,0.425,nt,6.3,1,nt,0.0202,-0.597

# Three records picked at random from the list so far, as already listed:
SMILES,HEK293 NFkB inh,Jurkat tox 60K,M1 antag,S1P3 ag,E coli RNAP,TNAP act mid DEA,S1P1 ag pot,M1 ag,D1 mod
Cc1ccc(-n2c(N)c(C(=O)N3CCN(C)CC3)sc2=S)cc1,9.8,nt,0.425,nt,6.3,1,nt,0.0202,-0.597
COc1cccc(CN2CCN(C(=O)c3ccco3)CC2)c1OC,11.0,0.1,-0.726,-1.3,7.4,0.9,-26.1,-0.758,-0.849
Cc1cc(=O)n2nc(N3CCCC(C(=O)NCc4ccc5c(c4)OCO5)C3)sc2n1 (configuration not stated),4.0,-3.9,0.65,0.8,-1.1,0.9,2.9,0.245,-0.376
